HT1080NT lethal = qHTS for induction of synthetic lethality in tumor cells producing 2HG: qHTS for the HT-1080-NT fibrosarcoma cell line; HT-1080-NT fibrosarcoma viability, CellTiter-Glo ATP luminescence, 48 h; Potency, µM (doses to about 46.1 µM), without a hit: at the top dose activity, negative = less viability, most hits filed as cytotoxic; 360,000 compounds, 1.6% hits; AID 686970, 2013;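 further: NT is the 2HG producing partner of a matched IDH1 knockdown line; potency means the concentration at half of the fitted maximal effect; 0% = DMSO-treated cells and -100% = media-only wells without cells; nearly all actives have a fitted effect of over 55% in size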
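Luminescent CellTiter-Glo readout after 48 hours of compound exposure at 37 degrees C defined viability of HT-1080-NT cells. Activity was normalized to DMSO wells and cell-free media wells; concentration-response curves were fitted and assigned curve classes.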
KB-V1 MDR tox = qHTS assay for MDR1-selective chemotherapeutics: Primary screen using the drug-selected MDR subline cells KB-V1 | Potency, µM (highest dose often 46.1 µM), for inactives: top-dose activity change, negative = cytotoxicity, hits mostly cytotoxic | 400,000 compounds, 3.4% hits | AID 1347076, 2019 | KB-V1 MDR cells viability, CellTiter-Glo, 72 h; further: potency means the concentration at half of the fitted maximal effect; on the % scale 0 is the no-effect control and ±100 the full control effect; nearly all actives have a fitted effect of over 60% in size
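KB-V1 MDR subline cells in DMEM (phenol-red free, 10% FBS) exposed to compounds in qHTS concentration series for 72 h at 37 degrees C. Viability read by CellTiter-Glo luminescence; concentration-effect curves fitted after normalization and correction.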
ATXN2 expr inh = Primary qHTS for Inhibitors of ATXN expression; HEK-293 ATXN2-luciferase reporter, luminescence, 24 h; Potency, µM (titrated, usually from 57 µM), for the others: at the top dose activity change, negative = inhibition, hits mostly inhibitors; 360,000 compounds, 0.72% hits; AID 1745845, 2022; further: potency means the concentration at half of the fitted maximal effect; on the % scale 0 is the no-effect control and ±100 the full control effect; nearly all actives have a fitted effect of over 55% in size
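qHTS (up to 57 uM final) was run with 24 h compound exposure of reporter cells at 37 °C. Each well was multiplexed: SteadyGlo luminescence measured ATXN2-luciferase expression after a fluorogenic Gly-Phe-AFC viability readout (25 uM final).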
SW480 rereplic = A quantitative high throughput screen for small molecules that induce DNA re-replication in SW480 colon adenocarcinoma cells; SW480 DNA re-replication, Hoechst DNA content imaging, 48 h; Potency, µM (doses to about 46.1 µM), for inactives: top-dose re-replication activation, hits mostly activators; 340,000 compounds, 1.8% hits; further: potency means the concentration at half of the fitted maximal effect; % of control where 0% means no effect; nearly all actives have a fitted effect of over 55% in size
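Treated cells incubate 48 hr (37 C, 5% CO2), are stained 40 min with Hoechst, and nuclear fluorescence is enumerated; a rise in nuclei with high DNA signal marks re-replication.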
HT1080 IDH1KD tx = qHTS for induction of synthetic lethality in tumor cells producing 2HG: qHTS for the HT-1080-IDH1KD cell line | HT-1080 IDH1 knockdown viability, ATP luminescence, 48 h | Potency, µM (doses to about 46.1 µM), for inactives: at the highest dose activity, negative = toxicity, most hits filed as cytotoxic | 360,000 compounds, 2% hits;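 further: potency means the concentration at half of the fitted maximal effect; 0% = DMSO wells and -100% = cell-free medium wells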
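Assay cells: HT-1080 with IDH1 knockdown, 750 per well, RPMI/5% FBS. Exposure: 48 h at 37 °C following 2 h pre-incubation. Read: CellTiter-Glo luminescence; fitted concentration-response, curve class assigned.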
KB-3-1 tox = qHTS assay for MDR1-selective chemotherapeutics: Primary screen using the parental adenocarcinoma cell KB-3-1 | AID 1347075, 2019 | 400,000 compounds, 1.4% hits | Potency, µM (top dose mostly 46.1 µM), for the others: at the highest dose activity change, negative = cytotoxic, hits mostly cytotoxic | KB-3-1 viability, CellTiter-Glo ATP luminescence, 72 h; further: potency means the concentration at half of the fitted maximal effect; on the % scale 0 is the no-effect control and ±100 the full control effect; nearly all actives have a fitted effect of over 60% in size
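Multi-concentration cytotoxicity screen in KB-3-1 cells grown in DMEM lacking phenol red with 10% FBS. After 72 h at 37 °C with compound, ATP-dependent luminescence was recorded.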
MCF10A rereplic = A quantitative high throughput screen for small molecules that induce DNA re-replication in MCF 10a normal breast cells. AID 624296, 2012. MCF 10A DNA re-replication, Hoechst nuclear intensity, 48 h. 350,000 compounds, 2.9% hits. Potency, µM (top dose mostly 46.1 µM), for the others: at the highest dose activity, positive = re-replication, hits mostly activators; further: potency means the concentration at half of the fitted maximal effect; % of control where 0% means no effect; nearly all actives have a fitted effect of over 50% in size
IL-1B inflam inh = qHTS for Inhibitors of Inflammasome Signaling: IL-1-beta AlphaLISA Primary Screen | THP-1 LPS/ATP IL-1B secretion, AlphaLISA, 16 h; stronger effect = lower value | activity change, % at 57.5 µM | 360,000 compounds, 4.7% hits | AID 743279, 2014; in the data active means activity change below about -50%; inconclusive means mostly about -30% to -49%; further: on the % scale 0 is the no-effect control and ±100 the full control effect
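Secreted IL-1B measured by AlphaLISA bead assay after 16 h compound exposure of THP-1 cells; compounds (final up to 57.5 uM) added 1 h before LPS (250 ng/mL) and ATP (1.25 mM) stimulation; lower signal means less secretion.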
WRN helicase inh = qHTS for Inhibitors of WRN Helicase; AID 651768, 2012; WRN helicase unwinding, fluorescent forked duplex, kinetic; Potency, µM (top dose mostly 114 µM), for inactives: at the highest dose activity change, negative = inhibition, actives largely listed as inhibitors; 360,000 compounds, 0.46% hits; Bifunctional 3'-5' exonuclease/ATP-dependent helicase WRN (Homo sapiens), Q14191; further: potency means the concentration at half of the fitted maximal effect; on the % scale 0 is the no-effect control and ±100 the full control effect; nearly all actives have a fitted effect of over 55% in size
Target sequence (Q14191 whole entry, looked up): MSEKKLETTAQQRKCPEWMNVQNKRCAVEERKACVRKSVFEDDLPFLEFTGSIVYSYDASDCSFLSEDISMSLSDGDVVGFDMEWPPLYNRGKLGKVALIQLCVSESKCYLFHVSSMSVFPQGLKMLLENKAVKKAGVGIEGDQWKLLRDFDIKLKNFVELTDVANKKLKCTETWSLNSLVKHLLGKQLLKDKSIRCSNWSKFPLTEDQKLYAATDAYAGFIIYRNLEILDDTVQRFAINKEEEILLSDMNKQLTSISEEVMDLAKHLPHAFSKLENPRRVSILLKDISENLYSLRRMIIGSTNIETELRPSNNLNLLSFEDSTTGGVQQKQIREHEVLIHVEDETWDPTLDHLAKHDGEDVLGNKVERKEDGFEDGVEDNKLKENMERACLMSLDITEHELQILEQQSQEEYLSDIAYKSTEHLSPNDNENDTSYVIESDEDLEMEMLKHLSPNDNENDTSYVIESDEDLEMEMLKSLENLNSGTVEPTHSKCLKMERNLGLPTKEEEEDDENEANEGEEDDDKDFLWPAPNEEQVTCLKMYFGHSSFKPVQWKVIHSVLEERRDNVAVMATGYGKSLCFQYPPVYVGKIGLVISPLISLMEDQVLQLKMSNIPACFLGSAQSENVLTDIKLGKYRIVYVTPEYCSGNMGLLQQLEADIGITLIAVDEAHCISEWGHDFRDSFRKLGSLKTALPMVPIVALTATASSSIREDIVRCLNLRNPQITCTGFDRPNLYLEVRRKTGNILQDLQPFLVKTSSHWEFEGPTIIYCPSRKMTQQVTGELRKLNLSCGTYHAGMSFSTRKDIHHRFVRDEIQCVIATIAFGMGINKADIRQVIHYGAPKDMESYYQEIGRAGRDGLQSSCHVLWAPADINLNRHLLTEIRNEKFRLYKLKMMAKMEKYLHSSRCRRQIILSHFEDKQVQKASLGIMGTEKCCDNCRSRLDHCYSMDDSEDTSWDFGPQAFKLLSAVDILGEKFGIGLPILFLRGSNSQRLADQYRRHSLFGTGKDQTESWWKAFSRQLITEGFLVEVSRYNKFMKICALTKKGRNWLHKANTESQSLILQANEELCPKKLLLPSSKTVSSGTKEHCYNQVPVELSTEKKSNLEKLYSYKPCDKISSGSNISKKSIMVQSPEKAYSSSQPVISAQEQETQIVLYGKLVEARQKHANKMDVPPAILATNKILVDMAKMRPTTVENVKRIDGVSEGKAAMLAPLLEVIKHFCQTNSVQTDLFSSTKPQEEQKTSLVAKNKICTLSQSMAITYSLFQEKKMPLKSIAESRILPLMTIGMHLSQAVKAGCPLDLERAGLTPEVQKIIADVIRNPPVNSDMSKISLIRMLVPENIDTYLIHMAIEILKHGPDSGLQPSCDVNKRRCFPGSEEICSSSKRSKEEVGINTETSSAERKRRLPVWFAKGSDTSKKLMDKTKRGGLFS
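Kinetic fluorescence helicase assay: unwinding of a quenched forked DNA duplex (100 nM final) with 2 mM ATP final raises red fluorescence (525/598 nm). Compounds sat 15 min at room temperature with 20 nM WRN beforehand.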
* marks the source's active call; other numbers are inactive results; ? = inconclusive; · = no result given; [ ] = another dose, or the depositor's remark. Unless noted, the call rests on the fitted dose curve; in most records, active means well fitted curve in the direction sought with a large enough effect; inconclusive means small, poorly fitted or top-dose-only effect, or another doubt; inactive means no such curve, though single readings can be large; an effect the other way counts as inactive or inconclusive.

SMILES	HT1080NT lethal	KB-V1 MDR tox	ATXN2 expr inh	SW480 rereplic	HT1080 IDH1KD tx	KB-3-1 tox	MCF10A rereplic	IL-1B inflam inh	WRN helicase inh
CCOC(=O)C1CCN(C(=O)CCS(=O)(=O)Cc2ccccc2)CC1	9%	-14%	-17%	-1%	7%	-4%	3%	2	3%
CCOC(=O)c1c(NC(=O)C(=O)N/N=C/c2ccccc2OC)sc2c1CCCCC2	-2%	1%	-4%	-1%	1%	?	14%	8	-5%
CCCCC1(C)NC(=O)N(CC(=O)N2CCc3ccccc32)C1=O (configuration not stated)	7%[9.24 µM]	-10%	3%	-22%	3%	-7%	3%	-8	-3%
Cc1nn(-c2ccccc2Cl)c(Cl)c1/C=C(\C#N)C(N)=O	-9%	7%	-4%	?	-3%	1%	?	-74*	4%
Cc1ccc(CNC(=O)c2ccc(Cn3cc(-c4ccc(C)cc4)nc3-c3ccncc3)cc2)cc1	-5%	-19%	3%	15%	-18%	-2%	?	?	-6%
O=C(NC1CCCCCC1)c1cccnc1Sc1ccc(Cl)cc1	-21%	3%	-10%	?	-20%	13%	18µM*	2	-7%
COCCNC(=O)CCC1CCN(Cc2ccc(-c3ccccc3)cc2)CC1	-11%	-1%	6%	-4%	-13%	4%	1%	-8	7%
COCc1nnc(NC(=O)c2ccccc2Oc2ccccc2)s1	-1%	-2%	4%	-7%	-4%	-2%	4%	3	-1%

New compounds follow
SMILES	HT1080NT lethal	KB-V1 MDR tox	ATXN2 expr inh	SW480 rereplic	HT1080 IDH1KD tx	KB-3-1 tox	MCF10A rereplic	IL-1B inflam inh	WRN helicase inh
COc1ccccc1CNC(=O)c1[nH]c(C)c(C(C)=O)c1C	0%	5%	5%	?	8%	20%	-4%	27	-6%[57.1 µM]
COCOc1cccc(CN2CCC2(C)C(=O)Nc2ccc(OC)c(OC)c2)c1 (configuration not stated)	-10%	-13%	-5%	·	20%	0%	·	-8	-4%
O=C(NN1CCOCC1)c1ccc([N+](=O)[O-])cc1	4%	9%	·	-10%	1%	3%	-3%	-6	1%
Cc1nc2ccccn2c1-c1ccnc(SCc2ccc(Cl)cc2)n1	-26%	?	1%	-51%[inhibitor]	?	-19%	3%	74	-7%
CN(C)CCNc1ccc(-c2nn(C)c(=O)c3ccccc23)cc1[N+](=O)[O-]	-2%	23µM*	-6%	-4%	15%	?	-1%	-4	-4%
Cc1ccc(S(=O)(=O)N2CCOCC2)cc1NC(=O)COC(=O)c1cc[n+]([O-])cc1	0%	3%	7%	-21%	8%	?	0%	3	-2%
CCCn1c(C(C)Nc2nc(-c3ccc(C)cc3)cs2)nc2cc(Cl)c(Cl)cc21 (configuration not stated)	7%	-14%	0%	3%	2%	0%	-55%[inhibitor]	36	-6%
Cc1c(Cl)c([N+](=O)[O-])nn1CCCC(=O)Nc1cc(Oc2ccccc2)cc([N+](=O)[O-])c1	-1%	?	2%	-19%	0%	-6%	-1%	21	19%

Fetched one by one from above (3):
SMILES	HT1080NT lethal	KB-V1 MDR tox	ATXN2 expr inh	SW480 rereplic	HT1080 IDH1KD tx	KB-3-1 tox	MCF10A rereplic	IL-1B inflam inh	WRN helicase inh
CCCCC1(C)NC(=O)N(CC(=O)N2CCc3ccccc32)C1=O (configuration not stated)	7%[9.24 µM]	-10%	3%	-22%	3%	-7%	3%	-8	-3%
Cc1ccc(CNC(=O)c2ccc(Cn3cc(-c4ccc(C)cc4)nc3-c3ccncc3)cc2)cc1	-5%	-19%	3%	15%	-18%	-2%	?	?	-6%
Cc1ccc(S(=O)(=O)N2CCOCC2)cc1NC(=O)COC(=O)c1cc[n+]([O-])cc1	0%	3%	7%	-21%	8%	?	0%	3	-2%

(continued)
SMILES	HT1080NT lethal	KB-V1 MDR tox	ATXN2 expr inh	SW480 rereplic	HT1080 IDH1KD tx	KB-3-1 tox	MCF10A rereplic	IL-1B inflam inh	WRN helicase inh
CCCCCC(=O)N/N=C/c1cc(Br)c(O)c(OC)c1	0%	-1%	-4%	?	2%	16%	-3%	10	-28%
COc1ccc(C(C)=O)cc1COC(=O)c1cc2ccccc2cc1O	?	-12%	-33%	-6%	-12%	-6%	?	34	-4%
COC(=O)c1ccc(C(C(=O)NC2CCCCC2)N(Cc2ccc(F)cc2)C(=O)Cc2cccs2)cc1 (configuration not stated)	-4%	3.7µM*	-31%	3%	-29%	1%	6%	-8	1%
COc1ccc(C(=O)Nc2nnc(S(=O)(=O)Cc3ccccc3)s2)cc1	-2%	0%	-5%	0%	-5%	?	-3%	12	-4%
CCCN(C(=O)c1ccco1)c1nnc(-c2cccc(C)c2)s1	5%	23%	·	-61%[inhibitor]	-6%	0%	10%	-25	-2%
Cc1ccc(-c2ccc(=O)n(CCC(=O)N3CCN(c4cccc(C)c4)C(C)C3)n2)cc1 (configuration not stated)	2%	0%	·	-7%	-13%	-10%	-5%	?	-1%
CCOC(=O)c1cnc2cc(C)ccn2c1=O	9%	-6%	23%	-38%[inhibitor]	13%	27%	-69%[inhibitor]	5	8%
Cc1ccc(C)c(NC(=O)C(c2ccccc2)N2CCN(CC(=O)N3CCOCC3)CC2)c1 (configuration not stated)	-3%	-21%	11%	-15%	-8%	8%	6%	9	-4%

New compounds follow
Order of results – HT1080NT lethal, KB-V1 MDR tox, ATXN2 expr inh, SW480 rereplic, HT1080 IDH1KD tx, KB-3-1 tox, MCF10A rereplic, IL-1B inflam inh, WRN helicase inh
Cc1nc(C)c(-c2csc(Nc3cccc(O)c3)n2)s1
    ?, ?, -3%, -1%, ?, -25%, -10%, ?, -11%
Cc1ccc2oc(C(=O)N(Cc3ccc(N(C)C)cc3)CC3CCCO3)c(C)c2c1 (configuration not stated)
    -1%, ?, -5%, -5%, -9%, -18%, ?, -24, -6%
COc1cc2c(cc1OC)C(c1cccc([N+](=O)[O-])c1)N(C(=O)c1ccc(F)cc1)CC2 (configuration not stated)
    ?, -11%, -16%, 2%, ?, -29%, 3%, ?, -5%
COCCCNC1=C(C#N)C(=O)NC(c2cccs2)S1 (configuration not stated)
    8%, 1%, ·, ·, 4%, 0%, ·, -25, 2%
Cc1ccc(Cn2cccc(NS(C)(=O)=O)c2=O)cc1
    12%, 23%, -11%, -4%, 9%, 7%, 0%, 9, 1%
CNC(=S)N1CCN(CCNC2=CC(=O)CC(C)(C)C2)CC1
    3%, ?, 14%, -15%, 20%, ?, ?, 18, 4%
Cc1nn(CC(=O)Nc2cccnc2)c(C)c1[N+](=O)[O-]
    14%, -2%, 9%, -2%, 8%, -1%, 7%, 18, 1%
CC(Sc1nccn1C)C(=O)NC1(C#N)CCCCC1 (configuration not stated)
    10%, 9%, ·, -6%, 2%, 1%, -10%, 6, -3%
Cn1nnnc1SCC(=O)Nc1nc(-c2ccccc2)c(-c2ccccc2)o1
    -20%, -19%, 1%, 0%, -24%, -6%, ?, -9, 3%
Cc1nnc(NCCc2ccccc2)c2ccccc12
    -3%, 0%, 6%, -11%, -12%, -2%, -6%, -19, 0%
O=S(=O)(N/N=C\c1c(F)cccc1Cl)c1ccc(Cl)cc1
    10%, -4%, -8%, -8%, 1%[9.24 µM], 3%, -2%, 6, -10%
CCOC(=O)c1nnn(-c2nonc2N)c1CSc1ccccc1
    6%, 10%, 0%, -5%, 14%, 3%, -184%[0.0737 µM], 12, -9%
CN(C(=O)c1ccc(NC(=O)Cc2ccc(NC(=O)C3CCCN(C(=O)C4CC4)C3)cc2)cc1)C1CCCC1 (configuration not stated)
    23%, 12%, 6%, -1%, 12%, 10%, 4%, -6, -2%
CCS(=O)(=O)N1Cc2ccccc2CC1C(=O)N(C)CC(=O)Nc1ccc(F)c(F)c1F (configuration not stated)
    -1%, -4%, -10%, -1%, 2%, 0%, -2%, -3, -2%
C=CCC[C@H](Cc1ccc(F)cc1)C(=O)OC[C@H](Cc1c[nH]c2ccccc12)NC(=O)[C@@H](CC=C)CC(=O)N[C@@H](CO)Cc1ccccc1
    ?, -6%, 16µM*, -6%, ?, ?, ?, 69, 3%
COc1ccccc1C(=O)N1CCN(C2CCN(Cc3ccccc3)CC2)CC1
    5%, 0%, -1%, -3%, 12%, 16%, -3%, -2, 4%
O=C(Cn1cnc2c(nnn2-c2ccccc2)c1=O)N1CCCc2ccccc21
    -3%, 0%, 4%, -7%, -6%, -9%, -3%, -22, -8%
Cc1cccc(NC(=O)C(CC(C)C)NC(=O)C2CCC(C)CC2)n1 (configuration not stated)
    -2%, -21%, -21%, ?, 18%, 0%, 7%, 27, -5%

High-throughput results from PubChem BioAssay.
